# Assay outcomes deposited in PubChem by several laboratories.
# MEP2-GFP yeast – yeast TOR pathway MEP2-GFP modulation; S. cerevisiae MEP2-GFP strain, flow cytometry GFP, 3 h; 100% = DMSO control level; GFP response vs DMSO, % at 10 µM; 330,000 compounds, 0.51% hits;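 active means GFP response versus DMSO above a set limit, roughly screen mean plus 3 SD, cut at about 180% in these data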;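 further: median GFP fluorescence of the barcode-gated MEP2-GFP cells per well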
# procasp7 counter – counter-screen for procaspase-3 activators: activators of human procaspase-7; recombinant procaspase-7, Ac-DEVD-pNA absorbance 405 nm; D23A/D198A/D206A triple mutant, cannot self-cleave; scale: DMSO 0, 5 µM enzyme 100; 330,000 compounds, 0.093% hits; activation, % at 8.5 µM; P55210;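 active means percent activation above the screen-wide mean plus 3 SD, cut at about 25% in these data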
# Target sequence (P55210 whole entry D23A/D198A/D206A): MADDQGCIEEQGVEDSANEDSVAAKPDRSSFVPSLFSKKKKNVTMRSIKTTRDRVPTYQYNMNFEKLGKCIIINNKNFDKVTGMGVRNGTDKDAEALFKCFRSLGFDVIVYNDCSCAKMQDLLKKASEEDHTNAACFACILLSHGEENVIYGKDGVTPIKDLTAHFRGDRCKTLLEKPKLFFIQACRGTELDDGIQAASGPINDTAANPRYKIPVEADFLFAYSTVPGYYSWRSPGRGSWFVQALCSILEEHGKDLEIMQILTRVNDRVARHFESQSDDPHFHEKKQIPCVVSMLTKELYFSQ
#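 buffer or medium = Zinc-free HEPES/NaCl buffer, pH 7.4 | material = Procaspase-7 triple mutant (PC-7 D3A) | input = 2 µM procaspase-7 mutant as dispensed | signal = Epi-absorbance of released pNA at 405 nm, two timepoints | timing = 1 h preincubation, 2 h reaction | replicates = singlicate compound testing | evaluation = % activation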
# GASC-1 inh – human JMJD2C demethylase inhibition | 330,000 compounds, 0.069% hits | Q9H3R0 | GST-JMJD2C(1-420) H3K9me3 demethylation, DELFIA europium | inhibition, % at 2.35 µM;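 active means more than half of a compound's replicate wells show inhibition beyond 50%, single wells judged on their own value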;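 further: signal counts dimethyl H3K9 product captured on neutravidin plate; 0% = median of DMSO wells and 100% = 0.3 times that DMSO median; strong numbers were not always called active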
# Target sequence (Q9H3R0 1-420 limits assumed): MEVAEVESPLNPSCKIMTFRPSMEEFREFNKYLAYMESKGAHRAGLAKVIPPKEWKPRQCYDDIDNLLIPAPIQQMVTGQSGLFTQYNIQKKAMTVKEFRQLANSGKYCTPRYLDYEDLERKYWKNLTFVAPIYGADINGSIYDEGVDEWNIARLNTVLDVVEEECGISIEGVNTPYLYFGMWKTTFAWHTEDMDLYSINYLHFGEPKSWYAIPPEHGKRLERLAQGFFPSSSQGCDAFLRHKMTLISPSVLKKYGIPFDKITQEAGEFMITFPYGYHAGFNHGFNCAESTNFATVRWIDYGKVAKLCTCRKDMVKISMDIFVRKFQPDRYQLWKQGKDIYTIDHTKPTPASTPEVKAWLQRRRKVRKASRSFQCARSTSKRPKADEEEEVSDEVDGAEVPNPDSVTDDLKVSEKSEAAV
# RPL19A TOR yeast – modulators of TOR pathway RPL19A-GFP in S. cerevisiae; S. cerevisiae RPL19A-GFP strain, flow cytometry, 3 h; active compounds read low; 330,000 compounds, 0.3% hits; percent response vs DMSO, % at 10 µM;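 active means percent response vs DMSO below 50%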;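 further: median channel GFP fluorescence of the barcoded RPL19A-GFP strain; ratio of sample median GFP to plate DMSO average so 100% = DMSO; lower means less RPL19A-GFP as with rapamycin TOR inhibition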
# Yeast superoxide – caloric restriction mimetics inhibiting age-related superoxide in yeast; S. cerevisiae aged cells, superoxide DHE fluorescence; active compounds read low; superoxide response (% of plate mean), % at 10 µM; 330,000 compounds, 0.18% hits; AID 2690;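 active means superoxide response under a set limit, about three screen SD below normal, cut at about 65% in these data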;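 further: yeast aged for seven days with compound at 30 °C before DHE staining; 100% = average MFI of all compound-treated wells on the plate with controls excluded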
# AHR act – human AHR activation; AHR-responsive luciferase reporter cells, luminescence; P35869; activation, % at 5 µM; 320,000 compounds, 2.5% hits; in the data active means activation above about 47%;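 further: 0% = vehicle wells and 100% = reference agonist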
# proCasp3 act – activates human procaspase-3. P42574. recombinant procaspase-3 D3A, Ac-DEVD-pNA absorbance 405 nm. activation, % at 8.5 µM. 330,000 compounds, 0.11% hits. AID 463141;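 active means activation above the mean of all tested compounds plus 3 SD, cut at about 21% in these data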;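 further: 0% = DMSO alone and 100% = DMSO wells spiked with extra 5 µM PC-3 D3A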
# Target sequence (P42574 whole entry D9A/D28A/D175A): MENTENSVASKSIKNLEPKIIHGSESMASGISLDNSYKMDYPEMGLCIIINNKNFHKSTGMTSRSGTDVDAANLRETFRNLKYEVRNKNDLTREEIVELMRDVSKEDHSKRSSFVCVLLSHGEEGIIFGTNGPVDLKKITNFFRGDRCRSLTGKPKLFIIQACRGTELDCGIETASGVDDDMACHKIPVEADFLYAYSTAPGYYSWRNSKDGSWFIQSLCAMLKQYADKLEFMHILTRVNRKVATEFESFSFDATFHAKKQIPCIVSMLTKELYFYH
#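 Technique: 405 nm absorbance of p-nitroaniline, reads at 0 and 120 min; Test system: Procaspase-3 D3A mutant; Incubation: 1 h enzyme-compound preincubation, then 2 h substrate reaction, 25 °C; Repeats: singlicate, each compound tested once; Benchmarks: low control DMSO wells, high control DMSO plus 5 µM PC-3 D3A.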
# LAP4-GFP MLPCN – yeast TOR pathway LAP4-GFP modulation; S. cerevisiae LAP4-GFP multiplex, flow cytometry GFP, 3 h; median GFP as percent of DMSO wells; GFP response vs DMSO, % at 10 µM; 320,000 compounds, 0.34% hits; AID 2023;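 active means GFP response vs DMSO above a set limit, about the screen mean plus 3 SD, cut at about 150% in these data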
# Numbers without * were called inactive; / = not tested or not shown.
nr	SMILES	MEP2-GFP yeast	procasp7 counter	GASC-1 inh	RPL19A TOR yeast	Yeast superoxide	AHR act	proCasp3 act	LAP4-GFP MLPCN
1	COC(=O)[C@@]1(Cc2ccc(F)cc2)[C@H]2c3cc(C(=O)N(C)C)n(Cc4c(CO)[nH]cc(C)c4=O)c3C[C@H]2CN1C(=O)c1ccccc1	94	-6	-3	103	93	0	1	122
2	Cc1ccc(S(=O)(=O)NC2=NCN(CC(=O)O)CN2)cc1	114	-6	-9	96	79	-1	1	90
3	COc1ccc(C2CC(c3ccc(OC)cc3)n3nc(NC(=O)c4cccs4)nc3N2)cc1 (stereo unspecified)	105	5	-7	100	99	-3	1	104
4	CC(=O)Oc1ccc(N(c2ccccc2)S(=O)(=O)c2ccc(C)cc2)cc1	98	5	6	97	101	0	9	106
5	CCC(=O)N1C(Cc2ccccc2)COC1(C)C (stereo unspecified)	82	4	6	88	94	5	-4	91
6	COc1ccc(/C=C2\SC(=S)N(CC(=O)N3CCN(C)CC3)C2=O)cc1	93	3	1	95	94	0	-13	105
7	CCO[C@@H]1OC(C(=O)N2CCCCCCC2)=C[C@H](c2csc3ccccc23)[C@H]1CCCO	91	-5	12	96	101	15	-6	102
8	O=C(CCNC(=O)c1ccc([N+](=O)[O-])cc1)Nc1ccc(S(=O)(=O)N2CCOCC2)cc1	97	3	-15	97	115	-3	2	101
9	Cc1ccc(OCCC(=O)Nc2ccccc2C(=O)NC2CC2)cc1	113	/	13	120	120	/	/	100
10	CCC(C)NC(=O)c1ccc(NC(=O)C2CCCO2)cc1 (stereo unspecified)	102	-8	1	101	93	6	0	108
11	C/C(=N\NC(=S)NCc1ccccc1)c1ccc2c(c1)OCCO2	99	1	-37	95	101	6	1	99
12	COc1ccc(S(=O)(=O)N2CCC(C(=O)NCCN3CCOCC3)CC2)cc1C	99	5	-7	95	104	-1	-7	90
13	CSCC[C@H](NC(=O)OC(C)(C)C)C(=O)N/N=C/c1ccc2nccnc2c1	87	-4	/	90	69	0	-3	90
14	Cc1ccc(-c2cc(C(=O)OCn3nnc4ccccc4c3=O)c3ccccc3n2)cc1	105	-7	0	102	116	6	2	104
15	O=C(NC1CC1)C1=C[C@@H](c2ccc(Br)cc2)C[C@@H](OCCCCO)O1	/	8	23	/	/	11	8	/
16	CCOC(=O)N1CCN(CC(=O)Nc2nc3ccccc3s2)CC1	100	0	3	101	104	8	-3	87
17	O=C(/C=C/c1cccc(Cl)c1)NCCN1CCOCC1	100	-4	7	105	101	4	8	94
18	CCN(CC)S(=O)(=O)c1csc(C(=O)Nc2ccccn2)c1	94	13	8	102	99	12	2	116
19	CC1(C)Cc2c(sc(NC(=O)c3ccco3)c2C(=O)O)CO1	99	4	-10	101	110	6	7	91
20	C=CCN1C(=O)C2C(C(=O)NCc3ccccc3)C3C=CC2(O3)C1C(=O)NC(C)(C)C (stereo unspecified)	102	4	-11	108	94	3	4	101
21	Cc1ccc(S(=O)(=O)NCC(=O)NCC(=O)OCc2c(F)cccc2Cl)cc1	100	11	-11	97	109	0	5	110
22	Cc1noc(NS(=O)(=O)c2ccc(NC(=O)C(C)(C)C)cc2)c1C	102	-3	-5	99	105	0	5	95
23	CCOc1ccc(CC(=O)N/N=C/c2sccc2C)cc1	98	/	5	111	110	/	/	73
24	COc1cccc(/C=C2\SC(=S)N(CC(=O)N(C)C3CCS(=O)(=O)C3)C2=O)c1 (stereo unspecified)	106	-15	10	100	91	1	-8	95
25	O=C(O)/C=C/C(=O)Nc1ccc(SC(F)(F)F)cc1	102	1	13	103	107	2	2	99
26	CCOc1ccc(NS(=O)(=O)c2ccc(C(=O)NCC(c3ccco3)N3CCCC3)cc2)cc1 (stereo unspecified)	102	11	11	100	83	-1	2	108
27	O=C(/C(=C/c1ccccc1)n1cncn1)c1ccc(Cl)cc1Cl	88	-11	8	98	88	0	-1	151*
28	NNC(=O)c1ncoc1-c1ccc(Cl)cc1	102	1	21	96	103	5	-2	117
29	CCn1c(=O)c2cc(C(=O)NC(C)C)sc2c2ccccc21	97	2	-4	102	101	-1	7	111
30	COc1cc(N2CCOCC2)ccc1C=C(C#N)C#N	94	-9	0	102	106	-1	-9	89

# Structural class, those above containing a thiophene ring, fused or not
nr	SMILES	MEP2-GFP yeast	procasp7 counter	GASC-1 inh	RPL19A TOR yeast	Yeast superoxide	AHR act	proCasp3 act	LAP4-GFP MLPCN
3	COc1ccc(C2CC(c3ccc(OC)cc3)n3nc(NC(=O)c4cccs4)nc3N2)cc1 (stereo unspecified)	105	5	-7	100	99	-3	1	104
7	CCO[C@@H]1OC(C(=O)N2CCCCCCC2)=C[C@H](c2csc3ccccc23)[C@H]1CCCO	91	-5	12	96	101	15	-6	102
18	CCN(CC)S(=O)(=O)c1csc(C(=O)Nc2ccccn2)c1	94	13	8	102	99	12	2	116
19	CC1(C)Cc2c(sc(NC(=O)c3ccco3)c2C(=O)O)CO1	99	4	-10	101	110	6	7	91
23	CCOc1ccc(CC(=O)N/N=C/c2sccc2C)cc1	98	/	5	111	110	/	/	73
29	CCn1c(=O)c2cc(C(=O)NC(C)C)sc2c2ccccc21	97	2	-4	102	101	-1	7	111

# Compound profiles, as listed above. Screens in order: MEP2-GFP yeast, procasp7 counter, GASC-1 inh, RPL19A TOR yeast, Yeast superoxide, AHR act, proCasp3 act, LAP4-GFP MLPCN
# Cc1ccc(-c2cc(C(=O)OCn3nnc4ccccc4c3=O)c3ccccc3n2)cc1 is listed as 105, -7, 0, 102, 116, 6, 2, 104
# Cc1ccc(OCCC(=O)Nc2ccccc2C(=O)NC2CC2)cc1 is listed as 113, /, 13, 120, 120, /, /, 100
# CCn1c(=O)c2cc(C(=O)NC(C)C)sc2c2ccccc21 is listed as 97, 2, -4, 102, 101, -1, 7, 111

# Carrying on:
nr	SMILES	MEP2-GFP yeast	procasp7 counter	GASC-1 inh	RPL19A TOR yeast	Yeast superoxide	AHR act	proCasp3 act	LAP4-GFP MLPCN
31	COC(=O)c1c(NC(=O)CCS(=O)(=O)c2ccccc2)sc2c1CCN(C)C2	107	4	-1	106	105	9	9	114
32	O=S(=O)(c1ccc(-n2cnnn2)cc1)N(C1CCCCC1)C1CCCCC1	95	-1	-10	95	90	4	8	99
33	CN(C(=O)Nc1ccc(S(=O)(=O)N(C)C)cc1)C1CCCCC1	98	8	-7	100	101	15	-1	109
34	COc1ccc(C)cc1NC(=O)NC(C)c1ccncc1 (stereo unspecified)	118	8	-5	99	78	22	7	106
35	CCOC(=O)c1[nH]c2ccc(F)cc2c1N=C(C)N(CC)CC	96	8	5	95	107	2	-8	92
36	O=C(CSCc1cccc(F)c1)N1CCN(c2ccccc2)CC1	93	3	-1	97	99	0	-4	103
37	Oc1ccc(C=Nc2cccc3ncccc23)c(O)c1	92	-19	9	99	113	8	-6	92
38	Cc1noc(C)c1CSc1ncnc2sc3c(c12)CCCCC3	96	-5	7	99	101	4	-1	83
39	C=CCNC(=O)c1ccc(NC(=O)C2=CSCCO2)cc1	97	9	53	102	124	5	0	93
40	O=S(=O)(c1ccc(F)cc1)N1CCN=C1SCc1cccnc1	102	-6	-6	104	91	2	-2	88
41	CCOC(=O)C1CCN(Cc2nnnn2CCc2ccccc2)CC1	108	2	-6	105	101	-3	6	100
42	CNC(=O)CSc1nnc(-c2cccnc2)n1CCc1ccccc1	97	-3	4	101	92	3	2	107
43	CC(CN1C(C)CCCC1C)OC(=O)c1ccc(Cl)cc1 (stereo unspecified)	88	4	5	89	98	0	6	108
44	COCCNC(=O)C1CCN(Cc2cccc(OCc3ccccc3)c2)CC1	115	-2	12	113	107	-2	5	103
45	Cc1cc(C)cc(N(CC(=O)N2CCC(C)CC2)S(=O)(=O)c2ccccc2)c1	92	8	/	99	106	6	3	92
46	C/C=C/C=C(/NC(=O)c1ccccc1)C(=O)Nc1ccccc1	93	/	2	107	100	/	/	69
47	CN(CC(=O)Nc1ccc(OC(F)(F)F)cc1)C1CCCCC1	95	7	6	96	98	-2	3	104
48	COC(=O)c1ccc2nc(C)cc(Nc3ccc(N(C)C)cc3)c2c1	97	1	-19	105	94	32	-4	91
49	CN(CC(=O)O)S(=O)(=O)c1ccc2oc3ccccc3c2c1	108	-3	4	102	105	1	-4	99
50	O=C(CCCCCNc1nc(=S)[nH]c2ccccc12)NCc1ccccc1Cl	97	5	-25	95	77	1	3	105
51	Cc1cc(C)c2cc(C(=O)N3CCC(N4CCCCC4)CC3)[nH]c2c1	102	4	-5	105	109	10	-3	106
52	Fc1ccccc1Cn1nnc2c(NCCc3ccccn3)ncnc21	103	-5	1	104	98	14	-3	100
53	Cc1ccc(C)n1-c1ccc(C(=O)NN)s1	95	-11	-3	104	94	20	-5	104
54	COCC(=O)N1CCCC(C(=O)c2ccc(Oc3ccccc3)cc2)C1 (stereo unspecified)	99	11	13	110	95	2	-2	142
55	CC(C)(C)N(Cc1ccccc1)C(=O)COC(=O)C1CCCCC1	111	-1	-6	98	96	0	-1	101
56	Cc1ccc(Cl)cc1N1CCN(C(=O)c2ccccc2SCC(=O)N2CCCC2)CC1	101	2	/	102	97	1	-3	108
57	COc1ccccc1/C=C1\SC(=O)N(CCC(=O)N(C)C2CCS(=O)(=O)C2)C1=O (stereo unspecified)	102	1	9	105	103	4	-5	101
58	COc1ccc(CN(CCCN2CCOCC2)C(=O)Nc2ccccc2)cc1OC	96	7	1	/	118	7	3	95
59	CCNS(=O)(=O)c1ccc(NC(=O)c2ccccc2SCCOC)cc1	95	2	-6	97	97	0	-1	108
60	Cc1ccc(S(=O)(=O)N/N=C(\c2ccccc2)C2CC2)cc1	99	3	8	97	101	0	1	98
61	Cn1nnnc1SCCNC(=O)C1CCC(=O)N(CCc2cccc(F)c2)C1 (stereo unspecified)	98	3	4	99	94	2	-4	93
62	CCC(C(=O)N1CCOCC1)n1nc(C)n2c(cc3cc(C)ccc32)c1=O (stereo unspecified)	108	1	5	102	97	5	1	92

# Part of the list above in order of molecular weight, smallest number first:
nr	SMILES	MEP2-GFP yeast	procasp7 counter	GASC-1 inh	RPL19A TOR yeast	Yeast superoxide	AHR act	proCasp3 act	LAP4-GFP MLPCN
25	O=C(O)/C=C/C(=O)Nc1ccc(SC(F)(F)F)cc1	102	1	13	103	107	2	2	99
35	CCOC(=O)c1[nH]c2ccc(F)cc2c1N=C(C)N(CC)CC	96	8	5	95	107	2	-8	92
3	COc1ccc(C2CC(c3ccc(OC)cc3)n3nc(NC(=O)c4cccs4)nc3N2)cc1 (stereo unspecified)	105	5	-7	100	99	-3	1	104
